# EBV LMP1 NFkB: Epstein-Barr LMP1 NF-kappaB reporter inhibition. LMP1-induced NF-kappaB luciferase reporter cells, luminescence. inhibition, % at 12.5 µM. hit rate 0.69% among 350,000. AID 504558; in the data active means inhibition above about 41%;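 further: 0% = neutral control wells and 100% = reference inhibitor control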
# CF NFkB inh: blocks PAF-induced NF-kB reporter in cystic fibrosis cells. KKLEB NF-kB-GFP reporter, GFP fluorescence overnight. hit rate 0.86% among 360,000. inhibition, % at 5 µM;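 active means at least 50% inhibition at 5 µM, scaled per plate between neutral and stimulator controls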;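 further: PAF is a Pseudomonas aeruginosa culture filtrate used as stimulus; plate controls were PAF-stimulated DMSO wells for no effect and unstimulated DMSO wells for full effect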
# Shn3 inh set2: Schnurri-3 reporter inhibition in Clone20 osteoblasts | inhibition, % at 12.5 µM | hit rate 0.52% among 360,000 | Clone20 osteoblast Shn3 3'UTR firefly luciferase, 24 h | AID 588674;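 active means mean inhibition of at least 75% with every replicate also reaching 75%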;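 further: 0% = median of neutral control wells and 100% = pilot-screen positive control compound; some compounds past the cut are filed as inactive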
# C8 TRAIL sens: caspase-8 TRAIL sensitization; hit rate 1% among 360,000; AID 624354; NB7+C8 cells + TRAIL, ATPlite viability luminescence; inhibition (viability loss, TRAIL sensitization), % at 10 µM;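 active means compounds causing at least 50% loss of cell viability in the single-dose screen, relative to plate controls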
# KKLEB tox: reduces viability of KKLEB cystic fibrosis airway cells | activity change (cytotoxicity), % at 5 µM | hit rate 0.36% among 360,000 | KKLEB CF airway cells viability, ATPlite luminescence, overnight; active compounds read low; cells stimulated with P. aeruginosa culture filtrate | AID 602141;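 active means corrected activity change at or below -50% at 5 µM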
# TROY signal inh: TROY signaling inhibition | Q293 LMP1-TROYcd NF-kB luciferase reporter, 4 h | inhibition, % at 10 µM | hit rate 0.98% among 360,000 | AID 1347056;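 active means compounds whose plate-normalised and pattern-corrected inhibition of the luciferase reporter signal at the single screening dose is 50% or more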
# COUP-TFII inh: inhibitors of human COUP-TFII (NR2F2); hit rate 0.7% among 370,000; inhibition, % at 8.6 µM; AID 686940; HEK293T NGFI-A luciferase reporter, luminescence; P24468;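 active means inhibition above a per-plate cutoff, mean inhibition of test wells between control levels plus 3 SD, cut at about 38% in these data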;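 further: cells cotransfected with COUP-TFII expression vector driving the NGFI-A reporter; 0% = median of COUP-TF2 test wells and 100% = reporter-only cells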
# Target sequence (P24468 whole entry, looked up): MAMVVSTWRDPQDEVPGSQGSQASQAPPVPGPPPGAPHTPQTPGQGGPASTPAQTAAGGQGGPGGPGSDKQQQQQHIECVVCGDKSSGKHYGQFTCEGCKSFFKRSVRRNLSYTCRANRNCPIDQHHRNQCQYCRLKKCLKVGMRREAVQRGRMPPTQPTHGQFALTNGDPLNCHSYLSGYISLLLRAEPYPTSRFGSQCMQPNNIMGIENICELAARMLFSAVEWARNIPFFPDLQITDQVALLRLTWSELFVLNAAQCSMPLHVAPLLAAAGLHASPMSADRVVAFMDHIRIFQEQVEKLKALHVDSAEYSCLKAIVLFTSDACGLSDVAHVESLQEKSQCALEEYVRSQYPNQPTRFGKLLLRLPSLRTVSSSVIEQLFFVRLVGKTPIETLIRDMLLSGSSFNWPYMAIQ
# TWEAK-Fn14 inh: blocks TWEAK-Fn14 interaction in a reporter cell assay; inhibition, % at 10 µM; hit rate 2% among 360,000; TWEAK-stimulated Fn14 reporter cells, luciferase luminescence, 8 h; in the data active means inhibition above about 50%
# LRH-1 inv ag: NR5A2 inverse agonism in reporter assay; O00482; HEK293T StAR-luciferase reporter, LRH-1 transfected, 24 h; inhibition, % at 3.6 µM; hit rate 0.13% among 360,000;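 active means inhibition above the mean inhibition of all tested compounds plus 3 SD, cut at about 73% in these data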;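 further: 0% = DMSO wells and 100% = reporter-only cells lacking LRH-1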
# Target sequence (O00482 whole entry, looked up): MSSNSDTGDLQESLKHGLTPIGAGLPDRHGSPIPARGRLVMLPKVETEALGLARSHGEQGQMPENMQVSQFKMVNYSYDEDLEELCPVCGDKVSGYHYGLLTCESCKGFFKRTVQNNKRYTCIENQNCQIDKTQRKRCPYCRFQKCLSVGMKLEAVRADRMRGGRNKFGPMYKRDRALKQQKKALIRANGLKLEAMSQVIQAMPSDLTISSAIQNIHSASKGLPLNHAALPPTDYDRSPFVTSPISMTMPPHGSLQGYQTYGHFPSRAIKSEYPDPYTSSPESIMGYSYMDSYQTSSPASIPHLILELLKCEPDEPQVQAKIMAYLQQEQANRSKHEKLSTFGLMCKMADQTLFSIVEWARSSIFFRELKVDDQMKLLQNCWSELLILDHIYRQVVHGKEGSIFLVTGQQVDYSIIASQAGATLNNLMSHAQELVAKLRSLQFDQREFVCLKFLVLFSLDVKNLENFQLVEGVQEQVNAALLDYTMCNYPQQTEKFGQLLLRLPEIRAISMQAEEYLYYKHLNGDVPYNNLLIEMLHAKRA
# SRC3 inh: inhibitors of human steroid receptor coactivator 3 (SRC3) | Q9Y6Q9 | HEK293 GAL4-SRC3 luciferase reporter, luminescence | inhibition, % at 3.6 µM | hit rate 0.17% among 360,000 | AID 588352;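 active means inhibition above a per-campaign cutoff, the mean of all compounds plus 3 SD, cut at about 60% in these data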;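 further: 0% = DMSO-treated cells and 100% = gossypol-treated cells at 36 µM; higher means less SRC3-driven luciferase light from the GAL4 reporter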
# SRC1 inh: human NCOA1 inhibition. HEK293 GAL4-SRC1 luciferase reporter, luminescence. inhibition, % at 3.6 µM. hit rate 0.12% among 360,000;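 active means inhibition above the campaign mean plus 3 SD, with each screening campaign given its own cutoff, cut at about 60% in these data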;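 further: 0% = DMSO treated cells and 100% = gossypol at 36 µM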
# Active calls of the source: *; . = not tested or not shown. A portion of the library; the hit share may differ from the screen's.
SMILES,EBV LMP1 NFkB,CF NFkB inh,Shn3 inh set2,C8 TRAIL sens,KKLEB tox,TROY signal inh,COUP-TFII inh,TWEAK-Fn14 inh,LRH-1 inv ag,SRC3 inh,SRC1 inh
CN(C)S(=O)(=O)c1ccc(S(=O)(=O)N(Cc2ccco2)Cc2ccccc2Cl)cc1,2.2,30.8,30.8,-2.3,-21.7,10.1,.,8.0,-1.9,15.5,5.7
COC(=O)[C@@H](Cc1ccccc1)NC(=O)/C=C/[C@H]1O[C@@H](n2cnc3c(NC(=O)c4ccccc4)ncnc32)[C@H](O)[C@@H]1O,.,-20.0,-1.0,5.2,6.1,0.4,-19.4,-16.9,-29.8,-25.7,5.2
O=C(N[C@H]1/C=C\[C@@H](O)CCCC1)OCc1ccccc1,-22.4,4.1,-41.3,24.4,-1.8,-37.9,-43.8,5.9,-124.5,-92.2,-90.0
COc1ccccc1C(=O)NCCNC(=O)c1ccc(C)nc1,-1.4,13.1,6.2,10.8,5.2,3.4,-16.1,-10.7,-4.2,19.9,14.5
Cc1cc(C(=O)N/N=C2\CC(=O)c3ccccc32)c(C)n1-c1ccccc1,-29.5,-15.9,-69.3,53.6*,-4.6,41.9,-5.7,7.5,-2.1,-62.5,-88.3
O=C(c1cscn1)N1CCCC(N2CCN(c3ccc(F)cc3)CC2)C1 (stereo unspecified),-4.2,-5.1,3.5,5.2,1.4,6.3,10.2,-14.5,-8.7,0.5,3.7
Cc1ccc(OCCC(=O)OCC(=O)Nc2ccc3[nH]c(=O)[nH]c3c2)cc1,-3.1,27.8,-9.7,-15.3,-10.5,-21.1,-3.4,-9.2,20.9,8.9,-22.4
O=C(c1ccc(Cl)c([N+](=O)[O-])c1)N(Cc1cccc(Cl)c1)C1CCS(=O)(=O)C1 (stereo unspecified),-0.7,-5.8,-4.4,-7.7,-14.2,-14.6,-8.8,14.3,2.2,17.4,-0.8
O=C(Nc1ccc(N2CCOCC2)c(S(=O)(=O)Nc2ccccc2Cl)c1)c1ccccc1,2.4,-16.1,-10.3,-8.0,-6.8,17.0,13.5,14.4,-14.9,-7.3,-0.7
O=C(NCC1CCCO1)c1c(O)nc2sccn2c1=O (stereo unspecified),-2.2,-9.3,-10.9,-5.9,3.1,-3.4,2.9,6.5,10.0,5.0,0.7
O=C(c1n[nH]c(=O)c2ccccc12)N1CCOCC1,-3.4,-9.1,-7.1,-1.9,0.4,.,1.0,56.6*,27.3,-2.7,7.3
Cc1coc2c1c(C)cc1oc(=O)c(CC(=O)N[C@@H](C)C(=O)O)c(C)c12,5.2,-2.5,22.4,17.6,-2.5,18.7,5.1,4.9,-20.1,0.6,6.8
CNc1ccccc(-c2ccc3cc4c(cc3n2)OCO4)c1=O,-7.2,0.8,-45.9,16.0,0.3,19.5,4.6,21.7,-2.7,-24.7,-18.8
O=C(CN1CCN(c2ccc(F)cc2)CC1)c1cccs1,-10.8,-1.3,-26.3,2.9,-7.2,-22.8,-8.4,-5.2,16.0,4.0,-7.4
CCc1nnnn1-c1ccc([N+](=O)[O-])cc1C,8.3,9.6,-2.7,10.7,-8.1,8.2,8.5,-10.5,-1.2,-9.0,-23.4
COc1ccc(OCCOC(=O)CN2C(=O)NC3(CCCC3)C2=O)cc1,-5.5,7.7,-24.9,-0.9,-12.9,-4.0,8.1,9.5,11.1,-27.4,1.6
Cc1ccc(S(=O)(=O)N(C)c2ccc(C(=O)NCc3ccccc3F)cc2)cc1,-3.0,-3.2,3.5,-27.3,-1.0,1.7,14.3,10.9,16.5,13.4,3.8
Cc1ccc2c(c1)N(CC(=O)NCC(C)c1ccccc1)C(=O)c1cccnc1O2 (stereo unspecified),0.8,-11.8,-9.9,1.5,3.3,-15.8,3.8,-12.9,2.1,15.6,6.1
C[C@H](NC(=O)c1cc2cc(Cl)ccc2n1C)C(=O)N[C@@H](Cc1ccccc1)C(=O)O,-0.1,-11.4,6.1,-10.7,2.2,-4.1,3.0,2.6,4.9,4.2,6.0
O=C(CCN1CCCO1)N1CCCC(N2CCN(c3cccc(C(F)(F)F)c3)CC2)C1 (stereo unspecified),3.3,-1.1,2.4,9.2,2.3,-2.7,15.1,3.6,3.4,20.8,5.1
CC(C)CC1NC(=O)c2cc3ccccc3cc2-n2c1nc1ccc(Cl)cc1c2=O (stereo unspecified),-2.2,27.5,71.3,17.9,-15.6,21.3,5.3,20.8,15.0,-0.4,-3.4
Cn1ncc2c(NNC(=O)C3CCCCC3)ncnc21,-0.2,5.5,-13.7,8.7,-5.0,-16.0,1.1,6.1,3.9,11.8,13.5
O=C(COC(=O)c1cccc([N+](=O)[O-])c1)NCc1ccc2c(c1)OCO2,-0.7,8.8,9.8,10.6,-17.4,2.7,2.1,7.7,2.3,6.0,-1.4
O=C(Nc1nc2ccccc2s1)c1cccc(S(=O)(=O)N2CCc3ccccc32)c1,-2.5,-15.9,-1.5,9.5,7.5,20.4,-8.5,69.9*,-21.7,4.2,-9.8
Cc1ccc(S(=O)(=O)NC(CCC(N)=O)C(=O)NCc2ccc3c(c2)OCO3)c(C)c1 (stereo unspecified),-1.0,18.7,-23.4,22.8,-16.3,4.7,-18.2,7.3,-8.1,-6.9,-8.0
NC(=O)c1c(NC(=O)CSc2nnc(-c3ccccc3)n2CC2CCCO2)sc2c1CCC2 (stereo unspecified),12.3,7.8,-4.4,3.1,-6.8,-9.8,-0.5,4.3,-10.2,-11.0,-11.4
O=C(NCCc1ccccc1)c1cccc(NC(=O)C2CC2)c1,-22.2,-30.8,-67.4,9.8,22.2,-61.3,-28.6,-4.0,-141.4,-74.8,-47.3
Cc1cc(C)c(C)c(S(=O)(=O)NCC(=O)NCC2CCCCC2)c1C,-7.6,-5.3,-1.5,-14.8,2.0,-1.1,11.5,-2.6,0.2,-6.3,12.6
O=[N+]([O-])c1ccc(N2CCN(Cc3ccccc3)CC2)s1,-1.9,-3.3,25.1,-1.7,2.1,-6.9,8.2,11.5,7.4,-23.3,-68.7
Cc1nn2cnnc2c(C)c1Cc1ccc(Cl)cc1,1.1,8.8,24.4,-9.9,-6.5,3.8,3.4,-0.5,6.3,7.5,16.3
COc1ccc(CNC(=O)[C@H](Cc2ccccc2)NC(=O)CC[C@H]2O[C@@H](n3ccc(=O)[nH]c3=O)[C@H](O)[C@@H]2O)cc1,.,-6.7,-11.2,-5.7,-6.5,2.3,10.5,7.7,11.9,6.5,11.9
Oc1c(CN2CCOCC2)cc(-c2ccccc2)cc1CN1CCOCC1,0.7,-1.3,-6.2,0.2,2.4,1.8,-15.2,-4.8,6.1,-5.5,-13.0
COc1ccc(CC(=O)N2N=C(c3ccncc3)CC2(O)C(F)(F)F)cc1 (stereo unspecified),10.5,16.1,19.2,-15.1,-23.4,8.4,9.8,9.6,11.1,29.0,9.8
CCOC(=O)c1ccc(N=c2ssnc2Cl)cc1,-3.8,-9.7,26.1,-0.9,8.4,-0.8,-1.7,0.7,-19.2,10.4,-13.2
Cc1ccccc1N1Cc2ccccc2C1=O,-0.1,-21.2,-35.3,-13.9,8.6,19.3,10.8,2.0,27.1,-12.4,1.1
CCn1c(=NC(=O)CSCC(=O)Nc2nccs2)sc2ccccc21,5.9,4.4,18.3,-2.9,-0.8,5.2,25.4,-14.2,5.5,26.6,-14.9
Cc1cc(=O)oc2cc(NC(=O)c3cccc(Br)c3)ccc12,-21.7,28.8,-43.8,23.5,-6.5,-32.9,3.9,-28.9,-5.1,-9.3,-14.9
Cc1ccc2c(CSc3nncn3C)cc(=O)oc2c1C,3.7,-18.7,-38.5,12.6,3.8,-11.3,9.6,-1.6,2.3,5.3,-4.8
COc1ccc2c(c1)oc(=O)c1ccccc12,-16.2,-94.5,68.5,3.6,5.0,-87.1,-36.6,-63.1,-7.1,-38.3,-23.7
O=C1CC(N2CCN(c3ccccc3)CC2)C(=O)N1CCc1ccccc1 (stereo unspecified),-7.4,-1.1,10.8,4.4,15.2,-1.0,-13.3,12.0,-29.6,17.7,3.3
CC(=O)c1cccc(-c2ccc(CN3C(CC(C)C)C(=O)N(Cc4cn(CC5CCCCC5)nn4)CCS3(=O)=O)cc2)c1 (stereo unspecified),15.6,13.4,0.3,6.2,-1.8,5.3,3.0,-2.0,18.6,2.2,-4.4
CC(C)NC(=O)Nc1ccc2c(c1)C(=O)N([C@H](C)CO)C[C@H](C)[C@@H](CN(C)Cc1ccc3c(c1)OCO3)OCCCC[C@@H](C)O2,1.2,-27.6,0.0,-0.6,9.7,-5.7,1.5,1.9,-4.5,15.2,-12.5
COc1ccc(Nc2nnc(SCC(=O)NC3CC3)s2)cc1,13.3,-7.7,-19.2,12.1,-13.8,-31.6,-12.1,-0.3,-4.3,6.4,-2.5
c1ccc(Nc2nc(-c3ccncc3)nc3ccccc23)cc1,7.4,26.4,13.0,-2.3,-28.9,3.1,22.3,-23.3,17.2,-1.9,-3.5
O=C(N/N=C/c1cccnc1)c1cccc(Cl)c1,-1.6,1.7,-4.4,0.7,1.4,-22.4,-18.9,-11.9,-33.1,-16.4,-30.8
CCCn1c(NC(=O)c2cccc(C)c2C)nc2ccccc21,26.2,17.4,-29.1,1.7,-26.6,-16.8,.,-10.6,-0.9,0.2,-5.1
COC(=O)CSc1nnc(CNC(=O)c2cccs2)n1-c1cc(OC)ccc1OC,-12.8,4.3,6.4,-15.3,-9.3,-1.7,.,-14.0,15.4,3.1,8.3
NC(=O)C1CCN(CCC(=O)Nc2ccc(F)c(F)c2)CC1,12.2,-10.1,-6.7,-1.2,-5.1,-4.4,24.1,9.5,-0.5,-3.9,-8.1
COc1ccc(C2=NS(=O)(=O)N(C)C(C(=O)N3CCC(C(N)=O)CC3)=C2)cc1,-3.5,-22.2,-28.1,6.3,12.8,-4.8,3.9,-1.7,-4.0,-11.2,0.3
Cc1cc2[nH]ncc2cc1NC(=S)NC(=O)c1ccccc1,2.8,-13.3,-1.7,10.2,-12.8,-6.0,3.4,18.8,-21.0,-32.3,-23.9
Cc1nnc(SCc2nnc(-c3cccs3)o2)n1Cc1ccccc1,3.7,-2.0,0.6,-8.8,1.3,11.6,18.6,7.0,3.9,18.1,-16.2
CC(C)CNS(=O)(=O)c1cc(C(=O)OCC(=O)N(C)C2CCS(=O)(=O)C2)c(Cl)cc1Cl (stereo unspecified),-3.9,8.3,.,21.1,0.2,7.7,-12.4,-10.8,2.5,3.5,1.1
O=C(NCc1cccs1)c1cc2ccccc2o1,-8.0,0.3,-23.9,0.0,3.4,-24.3,7.9,-14.9,-20.4,-28.3,-43.0

# Arranged by value in CF NFkB inh (smallest number first): 3 of the compounds above.
canonical_smiles	CF NFkB inh
Cc1ccccc1N1Cc2ccccc2C1=O	-21.2
O=C(N[C@H]1/C=C\[C@@H](O)CCCC1)OCc1ccccc1	4.1
CN(C)S(=O)(=O)c1ccc(S(=O)(=O)N(Cc2ccco2)Cc2ccccc2Cl)cc1	30.8
